# Screening data from PubChem BioAssay.
# hgDAF12 agonist: activates the H. glycines DAF-12 receptor ligand-binding domain; activation, % at 6.8 µM; HEK293 GAL4-hgDAF12 UAS-luciferase reporter, agonist luminescence; normalized to butyrate control; 370,000 compounds, 1.8% hits;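 active = activation above a cutoff set at the mean of all screened compounds plus 3 SD, cut at about 10% in these data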;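 also: 0% = DMSO wells and 100% = sodium butyrate wells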
# DAX1 inh-1: inhibits human nuclear receptor DAX1; P51843; HEK293 Gal4-DAX1 luciferase reporter, luminescence; inhibition, % at 6.75 µM; 340,000 compounds, 0.99% hits; AID 504766;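 active = inhibition above the mean over all tested compounds plus 3 SD, cut at about 4.2% in these data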;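 also: 0% = DAX1-transfected cells with DMSO and 100% = empty-vector control cells with DMSO; inhibition shows as a rise in luminescence from relieved DAX1 repression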
# SMARCA2 act: SMARCA2 function activation, primary screen; 370,000 compounds, 1% hits; activation, % at 9.1 µM; AID 652017; MG213 cells, MMTV-luciferase reporter, dexamethasone, overnight; in the data active = activation above about 7.8%;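 also: 0% = vehicle wells and 100% = reference activator wells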
# hcDAF12 agonist: activators of H. contortus DAF-12 nuclear receptor; HEK293 hcDAF-12 lit1-tk-luc reporter, luminescence; 0% DMSO, 100% Δ7-dafachronic acid; activation, % at 6.8 µM; 370,000 compounds, 1.4% hits;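 active = activation above the mean of all tested compounds plus 3 SD, cut at about 5.5% in these data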;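 also: 100% = response to 3 µM Δ7-dafachronic acid high control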
# Rev-erbA mod: Rev-erb alpha (human) modulation | 370,000 compounds, 0.79% hits | activity, % at 10 µM | P20393 | Rev-erbα–FITC-DNA binding, fluorescence polarization, 90 min;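 active = activity above about 14%, limit read from the data; passing the limit was not always enough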;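 also: 0% = DMSO wells with 35 nM protein and 100% = DMSO wells with 750 nM protein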
# PLC-beta3 inh: PLC-beta3 (human) inhibition, primary screen | Q01970 | Purified PLC-beta3, fluorogenic substrate, fluorescence | inhibition, % at 12.2 µM | 370,000 compounds, 0.18% hits; in the data active = inhibition above about 11%;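 also: 0% = median of compound wells on plate and 100% = full blocker control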
# Target sequence (Q01970 whole entry, looked up): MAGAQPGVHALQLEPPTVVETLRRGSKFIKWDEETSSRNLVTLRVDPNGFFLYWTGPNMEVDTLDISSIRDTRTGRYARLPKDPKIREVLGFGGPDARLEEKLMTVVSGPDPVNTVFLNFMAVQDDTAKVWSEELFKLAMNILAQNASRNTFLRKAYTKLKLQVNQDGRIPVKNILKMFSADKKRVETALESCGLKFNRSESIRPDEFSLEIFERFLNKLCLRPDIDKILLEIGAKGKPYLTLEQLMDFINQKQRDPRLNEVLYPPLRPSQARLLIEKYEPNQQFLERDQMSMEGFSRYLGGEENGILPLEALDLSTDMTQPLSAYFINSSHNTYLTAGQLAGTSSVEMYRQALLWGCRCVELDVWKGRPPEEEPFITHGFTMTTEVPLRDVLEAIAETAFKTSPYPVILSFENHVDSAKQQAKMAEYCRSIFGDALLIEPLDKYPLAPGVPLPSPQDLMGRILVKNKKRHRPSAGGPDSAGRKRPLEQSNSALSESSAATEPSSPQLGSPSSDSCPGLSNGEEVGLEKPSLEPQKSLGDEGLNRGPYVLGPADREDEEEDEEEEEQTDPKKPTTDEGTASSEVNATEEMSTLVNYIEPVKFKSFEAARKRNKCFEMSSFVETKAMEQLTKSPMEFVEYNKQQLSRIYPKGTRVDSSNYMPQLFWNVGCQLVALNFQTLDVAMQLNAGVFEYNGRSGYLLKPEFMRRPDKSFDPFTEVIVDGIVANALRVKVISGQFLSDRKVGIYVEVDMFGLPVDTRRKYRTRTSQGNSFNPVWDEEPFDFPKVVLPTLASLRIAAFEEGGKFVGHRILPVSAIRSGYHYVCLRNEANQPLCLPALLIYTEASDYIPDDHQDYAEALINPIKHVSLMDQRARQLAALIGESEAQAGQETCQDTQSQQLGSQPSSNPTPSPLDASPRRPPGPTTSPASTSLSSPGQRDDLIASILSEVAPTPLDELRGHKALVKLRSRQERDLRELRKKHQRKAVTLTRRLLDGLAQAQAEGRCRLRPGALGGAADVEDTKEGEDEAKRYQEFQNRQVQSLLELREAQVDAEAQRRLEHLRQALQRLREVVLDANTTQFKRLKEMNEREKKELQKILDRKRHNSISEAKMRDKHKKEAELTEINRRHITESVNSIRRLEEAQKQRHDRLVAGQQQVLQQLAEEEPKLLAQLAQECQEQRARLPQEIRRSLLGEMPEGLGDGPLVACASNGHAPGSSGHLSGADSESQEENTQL
# MBD2 DNA inh: blocks human MBD2 binding to methylated DNA; Q9UBB5; TR-FRET, MBD2 binding to methylated oligonucleotide; inhibition, % at 4.4 µM; 370,000 compounds, 0.31% hits; AID 686964; in the data active = inhibition above about 13%
# ADAM17 inh: ADAM17 inhibition, QFRET primary screen; 370,000 compounds, 0.83% hits; inhibition, % at 6.95 µM; recombinant ADAM17, EDANS/DABCYL FRET peptide cleavage; P78536;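 active = inhibition above the mean of compounds lying between control limits plus 3 SD, set per campaign, cut at about 8.5% in these data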;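 also: 0% = DMSO-only wells as the low control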
# PLC-gamma1 inh: inhibitors of human phospholipase C gamma1; inhibition, % at 12.2 µM; purified PLC-gamma1, fluorogenic substrate, fluorescence; AID 720700; 370,000 compounds, 0.84% hits; in the data active = inhibition above about 9.5%
# DAX1 inh-2: DAX1 (NR0B1) inhibition, primary screen; HEK293T StAR-luciferase reporter, SF-1/DAX-1 repression relief; inhibition, % at 6.8 µM; 370,000 compounds, 1.1% hits; AID 652010;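 active = inhibition above the mean over all tested compounds plus 3 SD, cut at about 3.6% in these data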;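 also: 0% = DAX-1 cells with DMSO and 100% = cells lacking DAX-1 with DMSO; higher inhibition means more luminescence from relief of DAX-1 repression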
# ssDAF12 agonist: activators of S. stercoralis DAF-12 nuclear receptor | HEK293 ssDAF-12/GRIP1 lit1-tk-luc reporter, luminescence; % of 3 µM dafachronic acid response | activation, % at 6.8 µM | 370,000 compounds, 1% hits;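 active = activation above the mean over all tested compounds plus 3 SD, cut at about 0.9% in these data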;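 also: 0% = DMSO-only wells and 100% = 3 µM delta7-dafachronic acid wells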
# The depositor's hits bear a star; nt = no result given.
# Every second line gives: hgDAF12 agonist | DAX1 inh-1 | SMARCA2 act | hcDAF12 agonist | Rev-erbA mod | PLC-beta3 inh | MBD2 DNA inh | ADAM17 inh | PLC-gamma1 inh | DAX1 inh-2 | ssDAF12 agonist
Cc1cc(N2CCCC2)ccc1/C=C1/C(=O)N(C)C(=S)N1C
 : 0.0 | 0.3 | -3 | 3.1 | 7 | -1 | 7 | -3 | -2 | -0.4 | -0.9
Cc1cccc2cc(CN(CCCO)C(=O)Nc3ccccc3Cl)c(=O)[nH]c12
 : -1.3 | -0.1 | 1 | 1.7 | -1 | -4 | 2 | -9 | -1 | -0.9 | -1.3
CCOc1ccc(S(=O)(=O)N2CCN(C(=O)C3CCC3)CC2)cc1
 : -1.8 | -1.4 | -4 | -1.6 | 2 | -15 | 6 | -2 | -3 | -1.4 | -1.6
COc1ccc(/C=C(\C#N)C(=O)Nc2cccnc2)cc1
 : 1.8 | 0.4 | 2 | 1.3 | -7 | 1 | 1 | 1 | -2 | -0.6 | -1.5
COC(=O)CCC(=O)OC1(C)C(=O)C2=CN(c3ccccc3)C(c3ccc(OC)cc3)=CC2=C(Br)C1=O (centres undefined)
 : 0.1 | 0.8 | 2 | 0.7 | -6 | -78 | 5 | -9 | -57 | -0.2 | -1.3
Cc1cc(=O)n2nc(N3CCCC(C(=O)NC4CCC(C)CC4)C3)sc2n1 (centres undefined)
 : 0.4 | -0.3 | 0 | 0.3 | 0 | -6 | -5 | -3 | 1 | 0.3 | -0.9
Clc1ccc2noc(-c3ccccc3)c2c1
 : -0.8 | 1.1 | -1 | -1.2 | nt | 9 | -1 | 3 | 2 | -0.9 | -1.6
CCC/C(O)=C1\C(=O)CCCC1=NCCc1ccc(OCC)c(OCC)c1
 : -0.8 | 0.4 | -3 | -1.8 | -3 | -5 | 1 | -4 | 1 | 0.0 | -2.0
C=CCn1c(C(CCCC)CC(O)COCCC)n[nH]c1=S (centres undefined)
 : 4.0 | 0.0 | 0 | -2.3 | -4 | 3 | -4 | -2 | 0 | -0.3 | -1.9
CC(=O)NCCn1c(SCc2cc(=O)n3cc(Cl)ccc3n2)nc2ccccc2c1=O
 : -2.3 | 0.4 | 0 | 0.1 | 0 | -9 | 0 | -7 | -12 | 0.0 | -1.2
CCCC(C)n1[nH]c(=O)c2c(C)cc(C)nc21 (centres undefined)
 : -0.3 | -0.2 | -1 | -0.6 | 2 | -40 | -1 | 1 | -26 | 0.0 | -1.4
CC(OC(=O)CC1Sc2ccccc2NC1=O)C(=O)NC1CCCC1 (centres undefined)
 : -1.8 | -1.9 | -5 | 1.6 | -1 | -4 | 3 | -1 | 2 | 0.1 | -1.0
O=C(Cn1ncc2c(=O)oc3ccccc3c21)N1CCN(C(=O)c2ccco2)CC1
 : 1.4 | 0.4 | -1 | -0.5 | 4 | 0 | -1 | -2 | 6 | -0.6 | -0.9
CCc1ccc(-n2c(SCC(=O)NC3CCS(=O)(=O)C3)nc3ccccc3c2=O)cc1 (centres undefined)
 : -1.1 | -0.1 | 3 | 1.0 | -1 | 0 | -2 | -4 | 0 | -4.9 | -0.7
CCc1ccc(N(CC(=O)N2CCN(Cc3ccccc3)CC2)S(C)(=O)=O)cc1
 : -0.9 | -0.2 | -1 | -2.3 | 6 | 1 | -1 | 0 | 1 | -0.4 | -1.4
Cc1ccc(S(=O)(=O)N(C)C)cc1NC(=S)NCc1ccco1
 : -1.6 | -0.5 | -3 | -1.2 | -2 | -4 | 2 | 0 | 3 | -0.9 | -1.2
COc1cc(/C=C2\COC/C(=C\c3cc(OC)c(OC)c(OC)c3)C2=O)cc(OC)c1OC
 : -10 | -4.4 | -11 | -5.8 | -8 | -6 | 2 | 2 | -3 | -2.2 | -3.0
O=C(CSc1c[nH]c2ccccc12)N1CCCc2ccccc21
 : 3.6 | 0.2 | -1 | 0.9 | 6 | 0 | 2 | 2 | 4 | -1.1 | -1.5
CSc1nnc(C)c(/C=C/Nc2ccc(C)cc2)n1
 : 1.1 | 0.7 | 0 | -2.6 | 7 | -15 | -2 | -1 | -12 | -0.4 | -1.6
CCN(CC(=O)NC)S(=O)(=O)c1ccc(Br)cc1
 : -0.4 | -0.3 | 0 | -0.3 | 6 | 2 | 3 | -1 | 3 | 0.3 | -1.3

# Exported field by field: part of the list above
canonical_smiles: CC(=O)NCCn1c(SCc2cc(=O)n3cc(Cl)ccc3n2)nc2ccccc2c1=O
  hgDAF12 agonist = -2.3
  DAX1 inh-1 = 0.4
  SMARCA2 act = 0
  hcDAF12 agonist = 0.1
  Rev-erbA mod = 0
  PLC-beta3 inh = -9
  MBD2 DNA inh = 0
  ADAM17 inh = -7
  PLC-gamma1 inh = -12
  DAX1 inh-2 = 0.0
  ssDAF12 agonist = -1.2
canonical_smiles: CCCC(C)n1[nH]c(=O)c2c(C)cc(C)nc21 (centres undefined)
  hgDAF12 agonist = -0.3
  DAX1 inh-1 = -0.2
  SMARCA2 act = -1
  hcDAF12 agonist = -0.6
  Rev-erbA mod = 2
  PLC-beta3 inh = -40
  MBD2 DNA inh = -1
  ADAM17 inh = 1
  PLC-gamma1 inh = -26
  DAX1 inh-2 = 0.0
  ssDAF12 agonist = -1.4
canonical_smiles: CC(OC(=O)CC1Sc2ccccc2NC1=O)C(=O)NC1CCCC1 (centres undefined)
  hgDAF12 agonist = -1.8
  DAX1 inh-1 = -1.9
  SMARCA2 act = -5
  hcDAF12 agonist = 1.6
  Rev-erbA mod = -1
  PLC-beta3 inh = -4
  MBD2 DNA inh = 3
  ADAM17 inh = -1
  PLC-gamma1 inh = 2
  DAX1 inh-2 = 0.1
  ssDAF12 agonist = -1.0
canonical_smiles: O=C(Cn1ncc2c(=O)oc3ccccc3c21)N1CCN(C(=O)c2ccco2)CC1
  hgDAF12 agonist = 1.4
  DAX1 inh-1 = 0.4
  SMARCA2 act = -1
  hcDAF12 agonist = -0.5
  Rev-erbA mod = 4
  PLC-beta3 inh = 0
  MBD2 DNA inh = -1
  ADAM17 inh = -2
  PLC-gamma1 inh = 6
  DAX1 inh-2 = -0.6
  ssDAF12 agonist = -0.9

# (further entries)
# Every second line gives: hgDAF12 agonist | DAX1 inh-1 | SMARCA2 act | hcDAF12 agonist | Rev-erbA mod | PLC-beta3 inh | MBD2 DNA inh | ADAM17 inh | PLC-gamma1 inh | DAX1 inh-2 | ssDAF12 agonist
COc1cc(CC(=O)Nc2ccc(S(=O)(=O)N(C)C)cc2)cc(OC)c1OC
 : 0.1 | -0.8 | -3 | -1.7 | 0 | 3 | -7 | -5 | 1 | -0.1 | -1.5
O=C1c2[nH]nc(-c3ccccc3)c2C(c2ccc(F)cc2)N1Cc1ccccc1 (centres undefined)
 : -1.1 | nt | 2 | -0.2 | 2 | 2 | -2 | 6 | 4 | -0.2 | -1.1
COC(=O)N/N=C(C)\C=C\c1ccco1
 : 2.5 | -1.6 | 3 | -0.1 | 4 | -5 | -2 | 0 | -5 | 0.1 | -1.5
CCOC(=O)N1CCN(C(=S)NC(=O)C2CCCC2)CC1
 : 2.5 | 0.9 | 0 | -1.4 | 4 | -4 | 6 | -3 | -1 | -0.1 | -1.7
O=c1c2ccccc2nnn1COc1cccc2ccccc12
 : 9.8 | 1.6 | 5 | 0.0 | 0 | -2 | 2 | 4 | 3 | 1.4 | 1.1*
Cc1ccc(N2C(S)=C(C#N)C(=O)NC2c2cccs2)cc1 (centres undefined)
 : 2.2 | -1.1 | 8.0* | 1.4 | 2 | -9 | 6 | -11 | -8 | 0.0 | -1.4
CCC(C(=O)Nc1cc(Cl)ccc1OC)c1ccccc1 (centres undefined)
 : 0.0 | -0.2 | 0 | -1.5 | 0 | 3 | -3 | 4 | 1 | -0.9 | -1.2
COC(=O)C1=C(C)N(Cc2ccccc2C(F)(F)F)C(=NCc2ccc(C(F)(F)F)cc2)NC1c1cccc(C(F)(F)F)c1 (centres undefined)
 : 1.7 | nt | 0 | 1.0 | 2 | 3 | -3 | 0 | -1 | 0.2 | -1.0
CSCCC(NS(=O)(=O)c1cccs1)C(=O)NCc1ccccc1 (centres undefined)
 : 1.9 | -0.4 | -1 | -3.4 | 3 | 3 | -1 | -2 | 1 | 0.3 | -0.8
CCCCn1c(N)c(N(CCOC)C(=O)COC(=O)CSc2cc(C)c3ccccc3n2)c(=O)[nH]c1=O
 : 2.9 | 3.6 | 0 | 1.4 | 2 | -9 | 8 | -3 | -3 | -1.3 | -1.1
C[C@@H](C(=O)N[C@@H](Cc1ccccc1)C(=O)O)n1nnc2ccccc2c1=O
 : 0.0 | 3.1 | -2 | 0.1 | -4 | -10 | 4 | -5 | -1 | 0.3 | -0.9
O=C(c1ccc(N2CCN(C3CC(=O)N(Cc4cccs4)C3=O)CC2)cc1)c1cccnc1 (centres undefined)
 : -4.0 | 1.9 | -2 | -2.4 | 4 | -26 | 5 | -3 | -15 | -0.9 | -2.4
CCOC(=O)C(=Cc1ccccc1)C(=O)c1ccccc1
 : -4.1 | -1.2 | -6 | -2.7 | 3 | 2 | -2 | -3 | 0 | -2.1 | -1.3
OC[C@@H]1CN(Cc2ccncc2)C[C@H](n2cnc3c(NCc4ccncc4)ncnc32)O1
 : 0.9 | nt | -1 | -1.1 | 7 | 0 | 0 | -3 | -4 | -0.2 | -0.8
Fc1ccc(-n2cc(-c3ccccc3)[n+]3c2SCC3)cc1
 : 0.7 | -0.2 | -4 | -0.4 | 2 | -6 | 0 | -1 | -1 | -0.1 | -2.6
Cc1c(C(=O)NCc2ccco2)oc2ccc(S(=O)(=O)N3CCC4(CC3)OCCO4)cc12
 : -2.6 | -1.0 | -3 | -2.1 | nt | 1 | 2 | 0 | 0 | -0.4 | -1.7
Cc1noc(C)c1C(=O)Nc1ccccc1C(=O)NCCc1ccccc1
 : -1.3 | -1.6 | -2 | -1.2 | -5 | -2 | 0 | 2 | 2 | -0.6 | -0.4
CCOC(=O)N1CCN(C(=O)Cc2cccc3ccccc23)CC1
 : -3.0 | 1.0 | 0 | -1.6 | 1 | -5 | 4 | -2 | -2 | -0.5 | -0.7
C=C1C(=O)CC2=C1[C@](Cc1ccc(F)cc1)(C(=O)OC)N(C(=O)c1ccccc1)C2
 : -2.2 | nt | -4 | 0.0 | 6 | -5 | 4 | -4 | -2 | -0.8 | -0.9
O=C(CSc1nnc(COc2ccc(Cl)cc2)o1)NC1CCCCC1
 : 1.5 | -0.3 | 5 | 2.2 | -1 | -1 | 0 | -3 | 0 | 0.2 | -1.3
COc1cccc(OC)c1C(=O)Nc1ccccc1C(=O)N1CCCC1
 : -1.5 | 0.0 | 1 | -0.4 | 4 | -1 | -2 | -4 | 2 | 0.8 | 0.2
Fc1ccc(CNC(=S)Nc2ccc(Cl)cc2Cl)cc1
 : -0.7 | -1.2 | -3 | -1.5 | 2 | -2 | 7 | 1 | 0 | -1.6 | -0.3

# Rows were taken by chance; about 7.4% have a hit in one of these screens.
